RBBP9 inhibitor: inhibitors of human serine hydrolase RBBP9; recombinant RBBP9, FP-Rh probe fluorescence polarization; inhibition, % at 7.94 µM; 0.2% of 220,000 active; AID 1515;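 active = inhibition above the campaign mean of all tested compounds plus 3 SD, cut at about 14% in these data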;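 note: plate controls were DMSO wells with RBBP9 for no effect and wells lacking RBBP9 protein for full effect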
Target sequence (O75884 whole entry, looked up): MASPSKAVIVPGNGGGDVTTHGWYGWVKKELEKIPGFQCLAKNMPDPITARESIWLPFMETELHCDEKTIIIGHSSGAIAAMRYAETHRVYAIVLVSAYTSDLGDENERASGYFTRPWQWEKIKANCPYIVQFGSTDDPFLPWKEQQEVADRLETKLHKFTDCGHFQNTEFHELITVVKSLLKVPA
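Test system: recombinant human RBBP9. Quantity: 2.5 µM RBBP9 dispensing solution, before mixing. Detection: FP readout at 525/598 nm. Reagent: Serine-hydrolase probe FP-Rh, 375 nM pre-mixing. Measure: % inhibition. Control set: DMSO-treated enzyme wells and wells lacking RBBP9. Buffer or medium: Tris-NaCl-Pluronic buffer, pH 8.0. Times: preincubation 30 min plus labeling 45 min at 25 °C.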
Runt-SMMHC FRET: Runt domain-CBFb-SMMHC interaction inhibition; Cerulean-Runt/Venus-CBFb-SMMHC FRET ratio 530/480, 1 h; Q01196+Q13951; inhibition, % at 20 µM; 0.74% of 220,000 active;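 active = mean inhibition across duplicate retests at 20 µM reaching about 50%, limit read from the data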;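 note: 0% = DMSO wells and 100% = wells with excess untagged CBFb-SMMHC; inhibitors lower the FRET ratio by blocking Runt binding to CBFb-SMMHC; some results filed as inactive read as strong as hits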
Furin inhibitor: human furin inhibition. P09958. purified furin, fluorogenic substrate cleavage. inhibition, % at 30 µM. 0.061% of 220,000 active; in the data active = inhibition above about 25%; note: inactives centre near -15
Target sequence (P09958 108-714 limits assumed): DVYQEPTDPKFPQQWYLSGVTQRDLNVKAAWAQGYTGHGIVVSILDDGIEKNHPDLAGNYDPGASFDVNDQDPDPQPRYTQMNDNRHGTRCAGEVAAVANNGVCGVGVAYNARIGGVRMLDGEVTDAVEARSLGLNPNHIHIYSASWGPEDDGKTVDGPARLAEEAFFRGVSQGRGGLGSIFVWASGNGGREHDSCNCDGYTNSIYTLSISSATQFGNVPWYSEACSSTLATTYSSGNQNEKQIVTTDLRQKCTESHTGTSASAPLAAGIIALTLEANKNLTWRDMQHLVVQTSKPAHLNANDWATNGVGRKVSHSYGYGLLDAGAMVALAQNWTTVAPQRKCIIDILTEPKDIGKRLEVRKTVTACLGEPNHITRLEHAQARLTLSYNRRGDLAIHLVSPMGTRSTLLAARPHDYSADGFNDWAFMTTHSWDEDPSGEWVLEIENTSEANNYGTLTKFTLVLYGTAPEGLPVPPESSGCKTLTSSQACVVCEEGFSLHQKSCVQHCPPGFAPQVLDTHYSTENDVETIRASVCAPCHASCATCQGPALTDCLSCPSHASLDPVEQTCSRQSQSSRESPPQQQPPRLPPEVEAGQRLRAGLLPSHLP
Calpain2 inh: calpain II (pig) inhibition; AID 1236; purified calpain II, fluorogenic peptide substrate, 30 min; inhibition, % at 16 µM; 0.37% of 220,000 active;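 active = inhibition above about 50%, limit read from the data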
p97 ATPase inh: human p97 ATPase inhibition | P55072 | recombinant p97 ATPase, Kinase-Glo ATP luminescence, 3 h | inhibition, % at 8 µM | 0.42% of 220,000 active | AID 1481; in the data active = inhibition above about 15%;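 note: 0% = DMSO vehicle and 100% = wells lacking enzyme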
Runt-CBFb FRET: Runt domain-CBFb interaction inhibition | Cerulean-Runt/Venus-CBFb FRET ratio 530/480, 1 h | inhibition, % at 20 µM | 0.46% of 220,000 active;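 active = inhibition over about 50% at 20 µM in the single-dose screen, limit read from the data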;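 note: 0% = DMSO wells and 100% = excess unlabeled CBFb competitor control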
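test system = Cerulean-tagged RUNX1 Runt domain (FRET donor) fusion protein | reagent = Venus-CBFb binding partner, 100 nM | incubation = protein complex preformed 1 h, compound exposure 1 h, room temperature, dark | detection = FRET fluorescence | read-out basis = loss of energy transfer signal | controls = 5 µM unlabeled CBFb as full-inhibition high control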
Tb hexokinase: T. brucei hexokinase 1 inhibition. recombinant TbHK1, G6PDH-coupled NADH A340. inhibition, % at 10 µM. 0.11% of 220,000 active. AID 1430;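 active = inhibition of 50% or more in the single-dose primary screen; inactive = inhibition below 50%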
p47phox inh: inhibitors of human p47phox binding; P14598; p47phox/p22phox peptide binding, fluorescence polarization, 2 h; inhibition, % at 24.7 µM; 0.53% of 220,000 active; AID 1274;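 active = inhibition above about 30%, limit read from the data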;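 note: 0% = p47phox with labelled peptide and 100% = labelled peptide alone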
EBV gp42 block: inhibitors of Epstein-Barr virus glycoprotein 42; Q1HVG2; Fluorescence polarization binding assay, mP read-out; inhibition, % (tested at 21.74 µM); 0.42% of 220,000 active; in the data active = inhibition above about 50%
Target sequence (Q1HVG2 whole entry, looked up): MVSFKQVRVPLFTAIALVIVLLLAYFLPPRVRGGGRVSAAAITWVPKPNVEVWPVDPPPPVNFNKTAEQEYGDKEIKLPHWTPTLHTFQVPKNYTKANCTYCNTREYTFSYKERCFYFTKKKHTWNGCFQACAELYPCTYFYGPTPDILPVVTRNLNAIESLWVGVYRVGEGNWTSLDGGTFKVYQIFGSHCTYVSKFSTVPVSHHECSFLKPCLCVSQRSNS
Numbers without * were called inactive; [ ] = remark or other dose. An unsorted share of the library (roughly 2.7% active in at least one column).

RBBP9 inhibitor,Runt-SMMHC FRET,Furin inhibitor,Calpain2 inh,p97 ATPase inh,Runt-CBFb FRET,Tb hexokinase,p47phox inh,EBV gp42 block,canonical_smiles
-8.3,-0.8,-12.1[20 µM],-16.6,1.7,-3.3,-2.5,-12.9,-10.6,COc1ccc(CCNC(=O)c2c(C)noc2C)cc1
-4.7,-2.3,-12.3,-22.1,-0.9,-1.8,-5.2,5.7,4.5,O=C(CSc1nnc(NC2CCCCC2)s1)NCc1ccco1
-1.7,0.6,-10.2[20 µM],11.4,4.2,-2.8,-0.8,-0.5,-8.2,CCC(CC)C(=O)NCCNC(=O)C(CC)CC
-13.2,1.4,-13.3,-10.2,0.5,-6.3,-1.5,-12.1,-5.2,CCN(CC)C(=S)SCC(=O)Nc1nc(-c2ccccc2)c(-c2ccccc2)o1
-9.1,-3.4,-9.3,-26.1,2.1,0.0,-8.6,16.7,-6.5,Cc1nc2ccc(Br)cn2c1C(=O)N/N=C\c1ccccc1[N+](=O)[O-]
-3.2,-0.7,-22.6,-36.9,1.8,-1.3,1.7,-8.5,-10.1,CO/C=C/C#CC1(O)CCN(C)CC1
-5.2,2.3,-17.5,-4.0,5.0,-0.2,0.8,-0.8,-12.0,CCCCNC(=O)COC(=O)c1ccc(C)c(NC(=O)c2ccco2)c1
-1.6,1.9,-11.2,-8.2,5.4,0.3,-18.5,-0.7,-0.9,Cc1[nH]n(C)c(=O)c1[N+](=O)[O-]
-2.9,3.1,-7.7[20 µM],-20.0,2.6,1.9,0.5,-11.6,4.9,COc1ccc(CN2CN(c3ccc(Cl)cc3)C(=O)N(n3cnnc3)C2)cc1
-16.7,2.3,-22.1[20 µM],-73.9,1.7,0.3,-2.9,-19.0,-2.3,O=C(NC(c1ccccc1)c1c(O)ccc2ccccc12)c1ccccc1Cl (stereo not drawn)
-0.9,-2.4,-29.4,-65.4,4.1,0.2,-10.7,-2.6,-33.6,O=C(c1cc(=O)[nH]c2ccccc12)N1CCc2ccccc2C1
-7.7,-5.9,-7.6,21.5,5.3,-4.7,-9.7,-5.1,9.0,Cc1ccc(NC(=O)c2cc([N+](=O)[O-])ccc2NCc2cccnc2)cc1Cl
-5.4,-3.2,-3.4,-41.3,-4.1,3.5,-13.8,-26.0,-13.6,COc1ccccc1CN1C[C@@H]2C[C@@H](c3[nH]c4ccc(C)cc4c3C)N3CCC[C@@]23C1=O
-4.0,-0.7,8.9,-29.1,-14.9,1.1,-53.4,7.0,-8.8,CN(C)c1ccc(/C=N/NC(=O)c2ccnn2C)cc1
0.8,12.2,-11.0,-26.1,1.5,2.0,-10.0,-7.2,-21.6,COc1ccc2[nH]cc(C(=O)CN3CCN(C4CCCCC4)CC3)c2c1
-3.7,-0.5,-6.6,14.5,-1.6,-1.0,-1.6,1.1,-0.6,N#CCN1CCCC(C(N)=O)C1 (stereo not drawn)
4.1,3.2,-8.0,-78.4,-0.9,-1.7,-18.1,-16.8,-17.1,CCN(CC)CCCN(Cc1cc2cc3c(cc2[nH]c1=O)OCCO3)C(=O)Nc1ccccc1
-3.8,12.7,-9.4,-85.1,-1.1,19.2,-8.1,-21.9,-25.9,COCCNC(=O)c1c(N)sc2c1CCCC2
-8.3,1.7,-32.2,-12.7,7.8,-1.7,-0.2,7.2,0.7,CCN(CC)CCn1c(N)cc(=O)[nH]c1=O
5.9,-5.4,-4.9,7.8,-3.7,7.4,7.0,13.1,2.9,C=CSc1sc(Cl)c(N(CC)CC)c1[N+](=O)[O-]
-6.6,-2.1,-17.8,-20.1,1.2,-2.0,3.0,-9.3,-1.3,COc1ccc(C(CNC(=O)c2cc3ccccc3o2)N2CCCCC2)cc1 (stereo not drawn)
-0.3,-0.7,-17.3,-6.3,3.7,-3.4,-4.0,5.3,8.2,Cc1ccccc1OCC(=O)Nc1ccc2c(c1)n(C)c(=O)n2C
3.6,28.1,-0.6[20 µM],-157.6,1.9,33.5,2.3,-11.8,11.8,Cc1cccc(NC(=O)c2cc(-c3ccco3)nc3ccccc23)n1
-6.5,-0.1,-6.6,32.3,-3.2,-0.7,7.3,-0.2,-6.5,COCC(C)n1c(C)cc(C(=O)COC(=O)C2=NN(c3ccccc3)C(=O)CC2)c1C (stereo not drawn)
-3.0,-4.0,-11.5,8.4,11.7,-0.1,-5.1,7.5,6.3,O=C(CN1C(=O)NC(Cc2c[nH]c3ccccc23)C1=O)Nc1cccc(S(=O)(=O)N2CCOCC2)c1 (stereo not drawn)
-4.5,1.0,-14.2,9.1,0.0,-1.5,2.3,0.8,6.7,CC1CCCN(C(=O)CSc2nnc(-c3cccnc3)n2C2CCCCC2)C1 (stereo not drawn)
-3.5,2.2,-16.1[20 µM],19.8,1.0,-2.8,2.2,-4.1,2.3,CC(C)NC(=O)CSc1nc2ccccc2n1-c1ccccc1
-7.2,1.0,2.6,-27.9,10.3,0.7,4.0,-11.9,-7.6,Cc1ccc(-c2csc(NC(=O)C[n+]3cc(-c4ccc(C)cc4)n4c3CCC4)n2)cc1
-7.0,0.7,-4.3[20 µM],-24.8,0.8,4.4,4.7,-4.3,-1.4,c1ccc2c(c1)C(=NC1CCCCC1)NC2=NC1CCCCC1
-2.7,2.9,-23.6,-11.8,2.0,-1.6,-6.7,-5.5,-13.9,COc1ccc(N2CCN(C(=O)CN(C)S(=O)(=O)c3ccc4c(c3)c(=O)n(C)c(=O)n4C)CC2)cc1

An excerpt of the results above, as a working copy:
RBBP9 inhibitor,Runt-SMMHC FRET,Furin inhibitor,Calpain2 inh,p97 ATPase inh,Runt-CBFb FRET,Tb hexokinase,p47phox inh,EBV gp42 block,canonical_smiles
-3.7,-0.5,-6.6,14.5,-1.6,-1.0,-1.6,1.1,-0.6,N#CCN1CCCC(C(N)=O)C1 (stereo not drawn)
4.1,3.2,-8.0,-78.4,-0.9,-1.7,-18.1,-16.8,-17.1,CCN(CC)CCCN(Cc1cc2cc3c(cc2[nH]c1=O)OCCO3)C(=O)Nc1ccccc1
-3.8,12.7,-9.4,-85.1,-1.1,19.2,-8.1,-21.9,-25.9,COCCNC(=O)c1c(N)sc2c1CCCC2

(continued)
RBBP9 inhibitor,Runt-SMMHC FRET,Furin inhibitor,Calpain2 inh,p97 ATPase inh,Runt-CBFb FRET,Tb hexokinase,p47phox inh,EBV gp42 block,canonical_smiles
-3.2,-3.0,-27.0,-78.1,3.6,-1.9,-20.6,-28.8,-11.5,COc1cc2c(cc1NC(=O)c1cccc(S(=O)(=O)N(C)C)c1)oc1ccccc12
-1.6,-361.6,11.6[20 µM],3.5,4.3,-9.5,6.5,-49.4,69.4*,CCCOc1ccc(-c2nn(-c3ccccc3)cc2/C=C2\SC(=S)N(C3CCS(=O)(=O)C3)C2=O)cc1 (stereo not drawn)
3.3,-4.5,-10.5[20 µM],-14.1,-6.7,-1.3,4.0,-3.6,6.3,O=C(CCNc1ccc(Cl)c(C(F)(F)F)c1)c1ccco1
-9.5,-2.4,-13.6[20 µM],-14.8,2.3,-0.4,-2.0,3.4,-0.4,CNS(=O)(=O)c1cccc(C(=O)OCC(=O)NCc2ccccc2)c1
-5.5,-3.2,-29.9,-42.8,0.4,-3.8,-8.4,-1.3,1.3,COC(=O)c1[nH]c2ccc(C)cc2c1NC(=O)CN1CCN(c2ccccc2)CC1
-4.6,-5.7,-20.0[20 µM],14.5,0.4,0.2,3.2,-5.7,9.8,O=C1CCCCC1C(Nc1ccc(Cl)cc1)c1ccccc1 (stereo not drawn)
-4.0,-27.8,-25.2,-1.1,-2.9,-13.0,-23.5,-9.6,-6.3,CC(=O)Oc1ccc(/C=C2/Oc3ccccc3C2=O)cc1
2.9,1.6,-22.6,11.7,-0.4,5.2,7.6,-4.8,-0.1,O=S1(=O)CC(N2CCCCC2)C(N2CCCCC2)C1 (stereo not drawn)
-13.8,-7.6,-10.6[20 µM],-32.0,-0.5,-2.9,-16.3,2.9,-14.1,CCOc1ccccc1N/C(=C(/C(Cl)=C(Cl)Cl)[N+](=O)[O-])n1cncn1
-2.1,-4.5,-24.5,-52.6,-0.4,1.8,-9.8,1.6,2.7,CCOC(=O)N1CCC(N2CCCC(C(=O)c3cc(F)ccc3OC)C2)CC1 (stereo not drawn)
-4.2,-6.1,-19.1[20 µM],-43.3,1.2,-0.3,-10.5,-4.7,-4.3,Cc1nnc(NCCc2ccccc2)n(N)c1=O
0.3,-4.4,-16.7,9.3,12.7,-2.9,-26.0,-17.4,-4.8,NS(=O)(=O)c1ccc(N/N=C/c2ccccc2Br)cc1
-3.5,-2.5,-12.8,23.1,2.2,0.5,2.8,-3.4,-6.7,COC(=O)C(NC(=O)CSc1nc(N)cc(=O)[nH]1)c1ccccc1 (stereo not drawn)
-3.4,2.5,-2.3[20 µM],-20.5,-0.5,-1.3,-7.1,-5.4,-12.8,Cc1ccc2oc(-c3ccccc3)c(C(=O)O)c(=O)c2c1
-9.6,-0.6,-7.9,-2.1,-3.8,-0.8,-3.4,-13.6,7.7,O=C(COC(=O)c1ccc(CNS(=O)(=O)c2ccc(F)c(Cl)c2)cc1)NC1CCCCCCC1
-6.8,3.3,-11.2[20 µM],-53.5,-0.2,3.6,-15.6,-9.5,-6.7,Cc1cc(C(=O)N/N=C\c2ccc(COc3ccc([N+](=O)[O-])cc3)o2)ccc1[N+](=O)[O-]
-4.4,-2.0,-15.4[20 µM],20.2,1.9,-2.2,-0.3,-11.1,0.8,CC(C)(C)C(=O)Nc1ccc(C(=O)OC2CCCCC2)cc1
6.7,-1.9,-27.2,9.7,5.4,0.8,1.4,-5.0,-11.0,Cc1nc(NS(=O)(=O)c2ccccc2)sc1C(C)(C)C
3.3,-1.1,-13.2[20 µM],10.2,4.0,-1.5,-7.2,-0.9,-6.9,O=S(=O)(c1ccc(F)cc1)c1nc(-c2ccccc2F)oc1N1CCCCC1
1.4,-0.6,-26.2,-14.2,5.5,-2.0,-7.4,1.1,-11.1,Cc1c(C(=O)NCCCN2CCOCC2)sc2nc(-c3ccccc3)cn12
-8.6,3.1,-17.0,8.2,-0.7,2.9,9.4,-30.3,-6.4,O=C(NCc1ccccn1)c1ccc2ccccc2n1

2 compounds drawn at random from the list so far, as already listed:
RBBP9 inhibitor,Runt-SMMHC FRET,Furin inhibitor,Calpain2 inh,p97 ATPase inh,Runt-CBFb FRET,Tb hexokinase,p47phox inh,EBV gp42 block,canonical_smiles
6.7,-1.9,-27.2,9.7,5.4,0.8,1.4,-5.0,-11.0,Cc1nc(NS(=O)(=O)c2ccccc2)sc1C(C)(C)C
-4.2,-6.1,-19.1[20 µM],-43.3,1.2,-0.3,-10.5,-4.7,-4.3,Cc1nnc(NCCc2ccccc2)n(N)c1=O
